mHTT-CaM PPI inh = mHTT-calmodulin interaction abrogation; P42858; AID 1671202; inhibition, % at 15 µM; 190,000 compounds, 3.6% hits; AlphaScreen His-mHTT/GST-CaM binding, luminescence;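 also: 0% = both proteins with DMSO and 100% = one protein alone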
Target sequence (P42858 whole entry, looked up, stated change not applied): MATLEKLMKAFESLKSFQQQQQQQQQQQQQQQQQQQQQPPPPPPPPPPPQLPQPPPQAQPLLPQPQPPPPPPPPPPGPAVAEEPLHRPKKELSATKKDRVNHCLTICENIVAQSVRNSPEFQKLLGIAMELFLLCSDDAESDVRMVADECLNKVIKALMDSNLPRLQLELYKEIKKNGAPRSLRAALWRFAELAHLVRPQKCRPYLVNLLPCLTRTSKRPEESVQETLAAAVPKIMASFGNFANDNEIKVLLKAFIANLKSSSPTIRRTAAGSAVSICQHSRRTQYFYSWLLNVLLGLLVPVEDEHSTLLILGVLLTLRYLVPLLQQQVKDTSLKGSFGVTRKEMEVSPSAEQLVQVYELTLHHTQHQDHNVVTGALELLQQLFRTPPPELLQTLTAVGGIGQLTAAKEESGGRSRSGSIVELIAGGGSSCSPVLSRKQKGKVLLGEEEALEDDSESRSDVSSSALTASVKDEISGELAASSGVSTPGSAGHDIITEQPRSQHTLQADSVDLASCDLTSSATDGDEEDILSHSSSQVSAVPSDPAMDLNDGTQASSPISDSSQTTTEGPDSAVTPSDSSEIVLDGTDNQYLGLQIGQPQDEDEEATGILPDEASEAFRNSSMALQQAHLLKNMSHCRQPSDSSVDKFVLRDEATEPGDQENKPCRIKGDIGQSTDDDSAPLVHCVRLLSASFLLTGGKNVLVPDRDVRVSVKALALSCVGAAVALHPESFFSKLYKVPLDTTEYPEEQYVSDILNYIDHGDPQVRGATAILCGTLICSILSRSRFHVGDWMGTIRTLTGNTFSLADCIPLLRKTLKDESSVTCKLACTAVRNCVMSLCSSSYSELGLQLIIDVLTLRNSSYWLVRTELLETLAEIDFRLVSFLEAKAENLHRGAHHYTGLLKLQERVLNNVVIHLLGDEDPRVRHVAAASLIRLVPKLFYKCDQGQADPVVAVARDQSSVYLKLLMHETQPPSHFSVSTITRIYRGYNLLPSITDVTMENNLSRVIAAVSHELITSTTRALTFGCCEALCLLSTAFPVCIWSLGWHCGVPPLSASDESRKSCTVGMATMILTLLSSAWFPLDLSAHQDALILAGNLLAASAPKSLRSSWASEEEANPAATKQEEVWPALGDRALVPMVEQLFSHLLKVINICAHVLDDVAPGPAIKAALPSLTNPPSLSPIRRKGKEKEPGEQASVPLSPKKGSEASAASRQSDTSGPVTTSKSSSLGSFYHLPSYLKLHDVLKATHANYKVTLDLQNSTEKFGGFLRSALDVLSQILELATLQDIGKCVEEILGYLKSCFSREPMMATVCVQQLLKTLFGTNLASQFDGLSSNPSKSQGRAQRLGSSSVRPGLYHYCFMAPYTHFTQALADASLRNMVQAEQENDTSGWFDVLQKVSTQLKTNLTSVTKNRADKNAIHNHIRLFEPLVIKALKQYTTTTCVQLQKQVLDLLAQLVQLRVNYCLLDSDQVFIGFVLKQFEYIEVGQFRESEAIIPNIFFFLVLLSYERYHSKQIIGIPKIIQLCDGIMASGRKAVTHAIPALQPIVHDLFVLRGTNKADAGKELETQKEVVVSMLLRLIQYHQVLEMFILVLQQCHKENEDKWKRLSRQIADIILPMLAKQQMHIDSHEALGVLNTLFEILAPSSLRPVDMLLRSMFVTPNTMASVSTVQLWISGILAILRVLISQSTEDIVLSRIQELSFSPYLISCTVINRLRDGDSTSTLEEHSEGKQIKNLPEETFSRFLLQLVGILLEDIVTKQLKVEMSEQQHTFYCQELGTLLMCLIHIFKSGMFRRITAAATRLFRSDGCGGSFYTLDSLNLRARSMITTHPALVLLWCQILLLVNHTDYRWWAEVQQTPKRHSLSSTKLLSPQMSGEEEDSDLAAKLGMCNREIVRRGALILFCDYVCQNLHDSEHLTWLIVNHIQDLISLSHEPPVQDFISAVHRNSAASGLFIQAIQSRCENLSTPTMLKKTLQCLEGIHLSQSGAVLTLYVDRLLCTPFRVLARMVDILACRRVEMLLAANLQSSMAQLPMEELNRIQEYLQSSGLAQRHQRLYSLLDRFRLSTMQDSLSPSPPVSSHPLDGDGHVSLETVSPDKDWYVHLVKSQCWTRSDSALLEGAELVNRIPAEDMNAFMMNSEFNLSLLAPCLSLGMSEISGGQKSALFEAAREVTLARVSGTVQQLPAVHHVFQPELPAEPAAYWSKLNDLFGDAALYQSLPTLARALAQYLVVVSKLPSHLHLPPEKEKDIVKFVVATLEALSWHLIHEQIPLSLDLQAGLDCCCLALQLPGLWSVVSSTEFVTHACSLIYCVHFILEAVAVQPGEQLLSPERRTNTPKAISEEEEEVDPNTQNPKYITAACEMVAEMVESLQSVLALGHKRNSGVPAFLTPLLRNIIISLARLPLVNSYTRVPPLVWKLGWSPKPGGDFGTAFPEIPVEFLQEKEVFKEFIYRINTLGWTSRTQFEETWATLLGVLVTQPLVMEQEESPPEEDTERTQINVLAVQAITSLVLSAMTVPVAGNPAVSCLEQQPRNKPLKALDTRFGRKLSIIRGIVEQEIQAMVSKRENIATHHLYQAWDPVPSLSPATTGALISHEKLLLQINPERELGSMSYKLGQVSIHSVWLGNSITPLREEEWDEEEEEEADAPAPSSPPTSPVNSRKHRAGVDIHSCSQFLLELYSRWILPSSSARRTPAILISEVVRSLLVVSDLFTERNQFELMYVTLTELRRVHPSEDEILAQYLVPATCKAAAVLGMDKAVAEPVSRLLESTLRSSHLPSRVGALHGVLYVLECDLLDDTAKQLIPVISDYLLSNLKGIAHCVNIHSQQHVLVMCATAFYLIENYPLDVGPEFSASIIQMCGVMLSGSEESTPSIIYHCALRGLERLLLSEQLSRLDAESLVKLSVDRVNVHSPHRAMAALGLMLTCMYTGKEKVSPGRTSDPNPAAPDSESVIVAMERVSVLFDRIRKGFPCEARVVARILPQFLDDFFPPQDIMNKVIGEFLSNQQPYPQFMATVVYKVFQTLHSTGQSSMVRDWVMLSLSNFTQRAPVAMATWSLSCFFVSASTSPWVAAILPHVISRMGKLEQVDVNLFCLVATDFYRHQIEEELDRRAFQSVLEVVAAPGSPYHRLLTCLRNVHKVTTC
Pf apPOL block = Pf-apPOL DNA polymerase inhibition; Recombinant Pf-apPOL, molecular beacon fluorescence, 1.5 h; inhibition, % at 10 µM; 210,000 compounds, 0.25% hits
Numbers without * were called inactive; i = inactive; . = not tested or not shown; & = joins results of further samples; ! = a repeat was not active. Rule as the data show it: active = inhibition above about 50%; inactive = the rest. An unsorted share of the library (roughly 3.7% active in at least one column).

SMILES	mHTT-CaM PPI inh	Pf apPOL block
CCOCCCNC(=O)CC1CCN(C(=O)c2sc(-c3ccc(F)cc3)nc2C)CC1	17	-2
Cn1c2ccccc2c2c(C(=O)NC3CCCCC3)cn(C3CCCCC3)c(=O)c21	6	-10
O=C(CN(Cc1ccc(Cl)c(Cl)c1)S(=O)(=O)c1ccccc1)NCc1ccccn1	0	-8
CC1(C)CC(=O)C2=C(C1)OC(N)=C(C#N)C21C(=O)N(CC(N)=O)c2ccccc21 (stereo not drawn)	-5	-4
O=C(NCc1cc(F)cc(F)c1)C1CCN(c2cncnc2N2CCCCC2)CC1	7	6
CC1CCCCN1S(=O)(=O)c1ccc([N+](=O)[O-])cc1 (stereo not drawn)	3	3
N#CC(=Cc1ccc2c(c1)OCO2)c1cccs1	.	-9
Cc1ccc(-c2nnc(CSc3nccn3C)o2)o1	-2	.
CCN(CC)CCSc1nc(O)c(Cc2ccccc2)c(=O)n1-c1ccccc1	-6	-1
Cc1ccc(C)c(C(O)(c2ccccc2)c2cnc(C(C)C)n2C)c1 (stereo not drawn)	24	-10
Cc1ccc(C)c(Cc2c(C)nc(C)nc2N2CCN(C(=O)C3CCOC3)CC2)c1 (stereo not drawn)	38	3
O=C(Nc1ccccc1)Sc1ccccc1Cl	.	-2

(further entries)
SMILES	mHTT-CaM PPI inh	Pf apPOL block
c1ccc2c(c1)[nH]c1nc3ncnn3nc12	0	-129
CC(=O)CSCC(=O)Nc1ccc(F)cc1F	.	1
COc1ccc(C(=O)NC2CCCCC2)cc1S(=O)(=O)N1CCC(C)CC1	0	-4
CS(=O)(=O)c1ccc2nc(NC(=O)CCn3c(=O)sc4ccccc43)sc2c1	-8	3
CCCNC(=O)c1cnc(-c2ccc(F)cc2)nc1N1CCCCC1	-1	-3
Cc1ccc(C2CC(c3ccccc3)n3nc(N)nc3N2)cc1 (stereo not drawn)	0	0
COc1cc(OC)c(OC)cc1/C=C1\SC(N2CCCCCC2)=NC1=O	41	-2
COc1cccc(NC(=O)C(C2CCCC2)N2CCN(C(C)=O)CC2)c1 (stereo not drawn)	2	1
CC(C)(C)C(=O)Nc1ccc(C(=O)Nc2ccc(C(=O)O)cc2)cc1	0	-6
COc1ccc(C=C2Oc3c(ccc4c3CN(Cc3cccnc3)CO4)C2=O)cc1OC	25	-7
COc1ccc(CNC(=O)C2Cc3ccccc3CN2S(C)(=O)=O)c(OC)c1 (stereo not drawn)	-2	-9
O=[N+]([O-])c1cc(Br)c2nsnc2c1N1CCOCC1	67*!	-2&-5

Further results.
SMILES	mHTT-CaM PPI inh	Pf apPOL block
O=C1c2ccccc2NC(c2ccccn2)N1c1ccc(Cl)cc1 (stereo not drawn)	-6	-3
CCN(C)C(=O)c1csc(-c2ccc(OC)c(OC)c2)n1	0	-2
C#CCN1C(=O)S/C(=C/c2ccc(N3CCCC3)cc2)C1=O	11	-4
O=C(Nc1c2c(nn1-c1nc3ccccc3s1)CCC2)c1ccc([N+](=O)[O-])o1	-11	4
O=C(O)CC(C(=O)O)C(O)c1ccccc1 (stereo not drawn)	1	-6
O=C(NC1CCCC1)C1CC(=O)N(CCc2c[nH]c3ccc(Cl)cc23)C1 (stereo not drawn)	65*	1
COc1ccc(Br)cc1CN1CCN(c2ccccn2)CC1	3	-3
Nc1ccc(C(=O)Nc2ccc(NC(=O)c3ccc(N)cc3)cc2)cc1	-2	2
COc1cccc(-c2nc(S(=O)(=O)c3ccc(C)cc3)c(N3CCOCC3)o2)c1	1	-9
CC1(C)Cc2nc(N)c(C#N)cc2CO1	1	1
Cc1ccc(NC(=O)NC2CCN(c3ccccc3)C2=O)cc1 (stereo not drawn)	-3	0
Cc1ccnc(Nc2nc(-c3sc(C)nc3C)cs2)c1	30	1

Single records, as listed above:
O=C(NC1CCCC1)C1CC(=O)N(CCc2c[nH]c3ccc(Cl)cc23)C1 (stereo not drawn) is listed with mHTT-CaM PPI inh: 65*; Pf apPOL block: 1
CCN(C)C(=O)c1csc(-c2ccc(OC)c(OC)c2)n1 is listed with mHTT-CaM PPI inh: 0; Pf apPOL block: -2
Cn1c2ccccc2c2c(C(=O)NC3CCCCC3)cn(C3CCCCC3)c(=O)c21 is listed with mHTT-CaM PPI inh: 6; Pf apPOL block: -10

(continued)
SMILES	mHTT-CaM PPI inh	Pf apPOL block
CCCN1C2=C(C(=O)CCC2)C(c2ccc(O)c(Cl)c2)C2=C1CCCC2=O	12	2
COCC(=O)N1CC(C(=O)N2CCOCC2)CCC1c1ccc(F)cc1 (stereo not drawn)	-3	-3
Cn1c(=NC(=O)c2ccc(F)cc2)sc2ccccc21	-5	1
CCCC(=O)Nc1cc(-c2cc3ccccc3n2CC)[nH]n1	7	-2
Cc1csc(-c2coc3c(C)c(OC(=O)c4ccccc4Cl)ccc3c2=O)n1	-11	-4
O=C(O)/C=C/C(=O)N(Cc1ccc2c(c1)OCO2)C1CC(=O)N(c2ccc(F)cc2)C1=O (stereo not drawn)	-4	-2
N/C(Cc1ccc([N+](=O)[O-])cc1)=N\O	i	1
Cc1ccc(NC(=O)C2CCC(CNS(C)(=O)=O)CC2)cc1Cl (stereo not drawn)	-4	-4
COc1ccc(OC)c(CN2CCN(C(=O)c3ccco3)CC2)c1	3	-5
O=C(NC1CCCCNC1=O)c1ccco1 (stereo not drawn)	.	3
CCOc1cc(/C=C2\SC(=N)NC2=O)ccc1OCc1ccc(Br)cc1	34	3
CC1CCCC2(C1)OCC(C(=O)N1CCOCC1)N2C(=O)Cc1ccccc1 (stereo not drawn)	6	1

By substructure, the compounds so far with bromine
SMILES	mHTT-CaM PPI inh	Pf apPOL block
O=[N+]([O-])c1cc(Br)c2nsnc2c1N1CCOCC1	67*!	-2&-5
COc1ccc(Br)cc1CN1CCN(c2ccccn2)CC1	3	-3
CCOc1cc(/C=C2\SC(=N)NC2=O)ccc1OCc1ccc(Br)cc1	34	3

Continuation:
SMILES	mHTT-CaM PPI inh	Pf apPOL block
COc1ccc(NC(=O)c2ccc(C)nc2C2CCN(C(=O)C3CC3)CC2)cc1	-8	-2
CC(=O)c1cc2c(cc1NC(=O)C1CC3CCCN3C13C(=O)Nc1ccccc13)OCO2 (stereo not drawn)	4	1
O=C(NCc1cccnc1)c1cc(-c2ccc(Br)s2)nc2ccccc12	-3	-7
COc1cc(/C=c2\sc3nc(-c4cccnc4)nn3c2=O)ccc1OCc1ccccc1	9	0
O=C(O)c1cc(-c2ccccc2)n(-c2ccccc2Cl)n1	1	-4
O=C(Nc1ccc(Cl)c(Cl)c1)c1cc(S(=O)(=O)N2CCc3ccccc32)ccc1F	-13	-3
O=C(c1ccc(-c2cccnc2)nc1)N1CCCCCC1	-7	0
CC(C)NC(=O)c1ccc(OCC2CCN(C(=O)c3ccc(F)cc3F)CC2)cc1	9	-3
COc1cc(NC(=O)C2CCCN(c3nccc4sccc34)C2)cc(OC)c1 (stereo not drawn)	32	-7
CCOC(=O)c1ccc(NC(=O)N2CCCC2c2ccccc2C)cc1 (stereo not drawn)	-14	8
O=C(NCCc1cccc(F)c1)/C(=C/c1cccnc1)NC(=O)c1ccccc1	0	-15
CN(CCNC(=O)c1ccc(-c2nc(-c3ccccc3)no2)cc1)C1CCCCC1	10	-11

Continuation:
SMILES	mHTT-CaM PPI inh	Pf apPOL block
Cc1cc(S(=O)(=O)N2CCC(N3CCOCC3)CC2)ccc1-n1cnnn1	-6	0
Cc1cccc(NC(=O)C2CC(=O)N(c3ccc4oc(C)nc4c3)C2)c1 (stereo not drawn)	3	-5
O=C(Nc1cccc(NC(=O)c2cccs2)c1)c1cccc(Br)c1	-2	-12
Cc1ccc2[nH]cc(CCN3CC(C(=O)NCCc4ccc(F)cc4)CC3=O)c2c1 (stereo not drawn)	16	3
Cc1noc(C)c1S(=O)(=O)N1CCC(C(C)C(=O)NC2CCCCCC2)CC1 (stereo not drawn)	-3	-3
Cc1ccc(Nc2cc(N3CCC(C(=O)N4CCC5(CC4)OCCO5)CC3)ncn2)cc1	-2	-2
COc1ccc(Cl)cc1C(=O)Nc1c(C)cccc1C	-10	0
CC1(C)CC(=O)c2cc(C(=O)NCCC3=CCCCC3)c(=O)n(-c3ccccc3)c2C1	2	-1
Cc1ccc(S(=O)(=O)N2CCC(=O)N([C@H](COCc3ccc(C(F)(F)F)cc3)Cc3ccccc3)CC2)cc1	19&5	1&-6
Cc1ccc2nc(-c3ccc(C)c(NC(=O)c4cccc([N+](=O)[O-])c4C)c3)oc2c1	4	-12
COc1ccc(OC)c(/C=C2/N=C(c3cc([N+](=O)[O-])ccc3OC)OC2=O)c1	4	-5
Cc1c(-c2csc(-c3ccc(Cl)cc3)n2)sc2ccc(Cl)cc12	.	-6&-4

Next part.
SMILES	mHTT-CaM PPI inh	Pf apPOL block
CCOc1ccccc1CNC(=O)c1cnn2c3c(cnc12)CCCC3	24	2
CCN(CC)CCNC(=O)CSc1nc2nc(C)c(Cc3ccccc3C)c(C)n2n1	9	-1
COc1ccc(NC(=O)N2CCCCCC2c2cccs2)cc1OC (stereo not drawn)	-3	-3
COc1ccc(Cl)cc1NN	6	.
COc1cccc(-c2nc3ccccn3c2NC(=O)C(C)C)c1	16	-1
O=c1c2c3c(sc2nc2ccc(N4CCCCC4)nn12)CCCC3	9	6
COc1ccccc1CN1COc2ccc3c(c2C1)OC(=Cc1ccc(OC)c(OC)c1OC)C3=O	3	-4
COc1ccc(CN2CCN(c3ccccn3)CC2)c(OC)c1	0	-3
CCOc1cc(C(=O)Nc2c3c(nn2-c2cccc(C)c2)CSC3)cc(OCC)c1OCC	25	-4
CCC(=O)Nc1ccc(C(=O)NCCNC(=O)Nc2cc(F)ccc2F)cc1	-10	-2
COC(=O)C(C)Oc1ccc2c(c1)OC(=Cc1ccc(OC)cc1)C2=O (stereo not drawn)	2	1
Cc1cc(O)cc2c1C(=O)C(=Cc1cccs1)O2	1	-8

(cont.)
SMILES	mHTT-CaM PPI inh	Pf apPOL block
CCCOc1ccc(CN2CCCC2c2cc(C)on2)cc1OCC (stereo not drawn)	5	1
Cn1c(SCC(=O)O)nc2sc3c(c2c1=O)CCCC3	-6	.
CCc1ccc(NC(=O)C2CCCN(c3nccc(C)n3)C2)cc1 (stereo not drawn)	0	-1
CC(=O)N1CCN(C(=O)C2CCCN(c3cnn(C)c(=O)c3)C2)CC1 (stereo not drawn)	-3	-8
CCCNC(=O)c1ccc2c(c1)ncn2C1CCN(C(=O)Cc2ccc(C)cc2)CC1	0	-3
CCOc1ccc(C(=O)Nc2c3c(nn2-c2ccc(C)cc2C)CS(=O)(=O)C3)cc1OCC	31	-1
N#Cc1cccc(C#N)c1Oc1ccc(S(=O)(=O)NCc2ccco2)cc1	.	-4
O=C(NCCCN1CCCC1)C1c2ccccc2CC(=O)N1Cc1ccccc1 (stereo not drawn)	7	-2
O=C(ON1C(=O)C2C3C=CC(O3)C2C1=O)c1cccnc1Oc1ccccc1 (stereo not drawn)	.	77*
O=C(c1ccc(Cl)c(Cl)c1)N1CCN(c2ccc(-c3ccco3)nn2)CC1	38	15
CCN1CCN(C(=O)C2CCN(c3ccncc3)CC2)CC1	-8	0
N#CCCn1cc(Cl)c(=O)c(Cl)c1	.	3

Three structures already listed, arranged by length of the SMILES, ascending:
SMILES	mHTT-CaM PPI inh	Pf apPOL block
O=C(NCCCN1CCCC1)C1c2ccccc2CC(=O)N1Cc1ccccc1 (stereo not drawn)	7	-2
CC(=O)N1CCN(C(=O)C2CCCN(c3cnn(C)c(=O)c3)C2)CC1 (stereo not drawn)	-3	-8
CCCNC(=O)c1ccc2c(c1)ncn2C1CCN(C(=O)Cc2ccc(C)cc2)CC1	0	-3

(list continues)
SMILES	mHTT-CaM PPI inh	Pf apPOL block
CCOc1ccc(C(=O)N2CCN(c3cccc(C)c3C)CC2)cc1	-5	-2
O=C(NCCn1cc(SCC(=O)N2CCOCC2)c2ccccc21)c1c(F)cccc1F	8	0
Nc1ncn(C23CC4CC(CC(C4)C2)C3)n1	-2	-1
O=C(CCCOc1ccccc1)N1CCc2ccccc21	-3	-1
N#Cc1ccccc1NC(=O)C(=O)NC1CCCCCC1	-11	-1
CCc1nc(C2CCCN2C(=O)c2cc(-c3cccs3)[nH]n2)n[nH]1 (stereo not drawn)	2	-8
Cc1nnc(-c2ccc3ccn(CC(=O)NC4CC4)c3c2)o1	-7	1
O=C1c2ccccc2NC(c2cccc(F)c2)N1c1ccc(Cl)cc1 (stereo not drawn)	-9	2
COc1ccc(/C=c2\sc3n(c2=O)CN(c2cccc(C(C)=O)c2)CN=3)cc1	14	1
COc1ccc(C(=O)Nc2ccc3nn(-c4ccc(F)cc4)nc3c2)cc1OC	4	-1
Cc1ccc2oc3c(c(=O)c2c1)C(c1cccc([N+](=O)[O-])c1)N(CCCO)C3=O (stereo not drawn)	9	-9
O=C(C1CC1)N1CCc2sc(S(=O)(=O)N3CCN(c4ccc(F)cc4)CC3)cc2C1	32	-4

Source: PubChem BioAssay
